Bioassay records as filed in PubChem BioAssay.
HSF1 inh – HSF1 inhibitors in luciferase reporter cells, primary screen, cell-based, NIH3T3, luminescence. AID 2098, 2009. actives 0.77% (n = 300,000). activity change, negative = inhibition, % at 7.5 µM (by protocol). NIH3T3-HGL HSE-luciferase, MG132-induced, luminescence 8 h; stronger effect = lower value;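 active = more than half of replicate wells show activity change below -50%, luminescence cut by over half; inconclusive = some wells, but at most half, below -50%; inactive = no replicate well below -50%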;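 also: luciferase reports HSF-1 transcriptional activity via heat shock element; 0% = median of DMSO wells and -100% = zero luminescence signal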
DYRK1A inh – rat Dyrk1A kinase inhibitors, primary screen, biochemical, single point, plate reader; Dual specificity tyrosine-phosphorylation-regulated kinase 1A (Rattus norvegicus), Q63470; ADP-Glo luminescence, NFATc1 peptide; inhibition, % at 12.5 µM; actives 0.43% (n = 310,000); in the data active = inhibition above about 50%;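 also: plate controls were vehicle with enzyme for no effect and no enzyme for full effect; many of its hits are not listed in these tables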
Platelet DG rel – inhibitors of platelet dense granule secretion, primary screen, cell-based, MLPCN, human platelets; actives 0.22% (n = 300,000); human platelet-rich plasma, SFLLRN dense granule ATP release, luminescence; inhibition, %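 (compounds screened at 7.5 µM in platelet-rich plasma)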; AID 1663, 2009;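 active = mean replicate score, as percent of positive control, at or above 50; inconclusive = mean below 50 but at least one replicate at or above 50; inactive = mean and every replicate below 50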
aSyn 5UTR inh – MLPCN primary screen, SNCA 5' untranslated region; inhibition, % (tested at 7.5 µM); alpha-synuclein 5'UTR reporter, inhibitor activity; actives 0.82% (n = 300,000); in the data active = inhibition above about 60%; inconclusive = no clear call, values can overlap the other calls;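 also: H4 neuroglioblastoma cells stably carrying SNCA 5'UTR luciferase fusion; 0% = DMSO wells and 100% = positive control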
HSF-1 act – HSF-1 activators, primary screen, NIH3T3-HGL cells, MG132 stress, luminescence, single point. NIH3T3-HGL HSF-1 luciferase reporter, 8 h; 100% = twice DMSO control signal. activation, % at 9 µM. actives 1.7% (n = 300,000);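 active = mean replicate activation of at least 50% with a set share of replicates each reaching 50%; inconclusive = only one of those two conditions met; inactive = mean below 50% and too few replicates reaching it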;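 also: 0% = median of the neutral control wells and 100% = twice that signal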
IEC-6 tox – cytotoxicity in IEC-6 intestinal epithelial cells, primary screen, cytotoxicity control for KLF5 inhibitor project, cell-based, luminescence. IEC-6 cytotoxicity, luminescence viability. inhibition, % at 5 µM. AID 1825, 2009. actives 0.78% (n = 290,000); in the data active = inhibition above about 22%;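 also: 0% = plate median of test compound wells and 100% = cytotoxic reference compound wells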
GSK3beta inhib – human GSK3beta kinase inhibitors, primary screen, biochemical, cell-free homogeneous, HTS; GST-GSK3beta kinase, ADP-Glo luminescence, 60 min; stronger effect = lower value; activity score (negative = inhibition), % at 10 µM; Glycogen synthase kinase-3 beta (Homo sapiens), P49841; actives 0.038% (n = 300,000);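 active = more than half of replicate wells score below -50%, meaning over 50% inhibition versus plate controls; inconclusive = some replicates but at most half score below -50%; inactive = no replicate scores below -50%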;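 also: 0% = median DMSO wells and -100% = median GW8510 positive control wells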
Target sequence (P49841 whole entry, looked up): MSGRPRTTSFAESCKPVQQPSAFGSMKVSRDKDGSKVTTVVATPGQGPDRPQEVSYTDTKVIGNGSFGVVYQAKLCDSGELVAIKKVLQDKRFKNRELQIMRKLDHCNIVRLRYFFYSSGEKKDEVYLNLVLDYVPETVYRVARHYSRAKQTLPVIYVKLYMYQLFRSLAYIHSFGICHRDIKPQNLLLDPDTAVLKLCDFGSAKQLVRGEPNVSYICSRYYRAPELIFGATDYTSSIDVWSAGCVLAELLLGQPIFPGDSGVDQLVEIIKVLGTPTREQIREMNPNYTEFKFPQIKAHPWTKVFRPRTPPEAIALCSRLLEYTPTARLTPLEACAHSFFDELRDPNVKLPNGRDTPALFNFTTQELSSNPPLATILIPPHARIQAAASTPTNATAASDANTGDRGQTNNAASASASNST
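Assay system: GST-tagged human GSK3beta kinase, cell-free; Input: 1.6 ng GSK3beta; Medium: Tris/MgCl2 kinase buffer; Timing: 60 min enzyme reaction, room temperature; Signal: ADP-Glo luminescence quantifying ADP generated by kinase; Evaluation: score relative to plate controls; Benchmarks: DMSO neutral wells and GW8510 at 20 µM as positive.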
KLF5 inh – KLF5 expression inhibitors, primary screen, DLD-1 cells, luminescence. DLD-1 KLF5 promoter-luciferase reporter. inhibition, % at 5 µM. actives 0.23% (n = 290,000). AID 1700, 2009;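 active = inhibition above a per-plate limit of that plate's mean compound inhibition plus 3 SD, cut at about 60% in these data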;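 also: 0% = DMSO wells and 100% = LY294002 at 200 µM; higher means less KLF5 promoter-driven luciferase light; inactives centre near -14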
HSP90 refold inh – HSP90 inhibitors, primary screen, cell lysate, luminescence. Rabbit reticulocyte lysate, luciferase refolding luminescence, 3 h. inhibition, % at 5.6 µM. AID 1789, 2009. Heat shock protein HSP 90 (rabbit reticulocyte lysate; luciferase refolding). actives 0.91% (n = 290,000);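 active = inhibition above the screen-wide mean plus 3 SD, computed separately per campaign, cut at about 16% in these data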;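 also: 0% = DMSO wells and 100% = 60 µM geldanamycin wells; inhibitors lower the luminescence because luciferase stays unfolded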
GSK3A inh – blockers of GSK3A enzyme activity – biochemical, luminescence, cell-free homogeneous, HTS, primary screen | Glycogen synthase kinase-3 alpha (Homo sapiens), P49840 | GSK-3 alpha kinase, ADP-Glo luminescence, 60 min | inhibition, % at 10 µM | actives 0.1% (n = 320,000) | AID 2650, 2010;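 in the data active = inhibition above about 50%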;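 also: GST-tagged GSK-3 alpha with peptide substrate and 25 µM ATP; 0% = DMSO neutral wells and 100% = GW8510 positive control wells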
Target sequence (P49840 whole entry, looked up): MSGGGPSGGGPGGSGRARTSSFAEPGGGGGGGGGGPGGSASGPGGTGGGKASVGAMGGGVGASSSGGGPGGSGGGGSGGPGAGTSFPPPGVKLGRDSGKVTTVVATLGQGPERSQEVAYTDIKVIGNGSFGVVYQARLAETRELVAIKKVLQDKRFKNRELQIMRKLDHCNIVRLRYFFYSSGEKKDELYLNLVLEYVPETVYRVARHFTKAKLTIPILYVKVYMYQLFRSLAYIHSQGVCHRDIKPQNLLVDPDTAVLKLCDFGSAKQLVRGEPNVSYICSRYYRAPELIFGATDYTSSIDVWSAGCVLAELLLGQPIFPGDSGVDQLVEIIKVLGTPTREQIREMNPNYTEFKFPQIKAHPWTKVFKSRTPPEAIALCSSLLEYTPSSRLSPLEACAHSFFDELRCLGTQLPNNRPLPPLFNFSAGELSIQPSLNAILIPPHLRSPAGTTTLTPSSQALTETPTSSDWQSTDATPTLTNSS
Starred values were filed as active, the others as inactive; ? = inconclusive; nt = no result given. Not all compounds are listed; rates above refer to the full screens.

SMILES	HSF1 inh	DYRK1A inh	Platelet DG rel	aSyn 5UTR inh	HSF-1 act	IEC-6 tox	GSK3beta inhib	KLF5 inh	HSP90 refold inh	GSK3A inh
COc1ccc(CCn2nnnc2C(c2ccccc2)N2CCN(C)CC2)cc1OC (stereo unspecified)	-6	-3	5	4	-6	2	3	-42	0	1
COc1ccc(S(=O)(=O)NC(C)CCc2ccccc2)cc1 (stereo unspecified)	3	0	4	5	14	-11	1	-38	-3	-8
O=C(Cc1ccccc1)Nc1ccc2oc(-c3ccncc3)nc2c1	-3	-3	-4	-2	5	-8	-2	3	-1	0
Cc1c(Cl)cccc1NC(=O)CCN1CCOCC1	-3	-4	1	19	-4	-3	-2	-33	-1	1
CCOC(=O)C1=C(N)N(c2ccccc2)C2=C(C(=O)CCC2)C1c1cccnc1 (stereo unspecified)	-3	-9	13	19	0	-3	-1	-3	0	-1
COc1cccc(/C(C)=N/NS(=O)(=O)c2ccc(Cl)cc2)c1	10	-1	0	15	4	0	4	-2	3	-4
O=C(CN1CCCCC1)Nc1nnc(-c2ccc([N+](=O)[O-])cc2)s1	-3	14	-1	-19	2	3	-1	7	1	-1
O=c1ccc2cc3c4c(c2o1)CCCN4CCC3	-3	nt	19	4	-9	-8	-6	-1	3	14
CN(C)CCCN(C(=O)c1ccc(S(=O)(=O)N2CCCc3ccccc32)cc1)c1nc2ccc(F)cc2s1	9	7	4	74*	7	-3	-1	-19	2	-2
OCCNc1nc(Nc2ccc(Cl)c(Cl)c2)nc2ccccc12	-24	43	2	-12	-19	13	2	6	8	1
O=S(=O)(NNC(=S)NCC1CCCO1)c1cc(Cl)ccc1Cl (stereo unspecified)	0	-1	-5	-10	-1	1	1	-29	2	-1
O=C1CC2(CCCC2)CC(=O)N1c1ccccc1	0	-1	-2	6	-4	6	-1	-14	-1	-2
O=C(NCC(=O)N1CCCC(C(F)(F)F)C1)c1ccc2ccccc2c1 (stereo unspecified)	6	13	-1	-32	1	nt	3	nt	nt	-1
CCc1ccc[n+](-c2[nH]c(=O)sc2/C=N/NC([S-])=Nc2ccccc2)c1	2	-5	4	0	11	6	-4	-6	5	3
O=C1c2ccccc2C(=O)N1Cc1ccccc1F	-2	-6	6	6	-6	-9	-1	-28	-1	-1
CC1=C(C#N)c2nc(N)c(C#N)c(C)c2/C1=C\c1ccc(OCC(=O)O)c(Cl)c1	?	12	-2	-11	-58	-6	-6	0	5	41
O=C(NC1CCCCCC1)C1CCCN1S(=O)(=O)c1cccc2cccnc12 (stereo unspecified)	-4	11	-1	21	-6	-1	3	-10	-1	-3
Cc1cc(/C=C2\SC(=O)N(C)C2=O)c(C)n1-c1cccc(C(=O)O)c1	-6	1	5	-24	-1	-6	3	-45	-2	1
Cc1csc(NC(=O)CCC(=O)N(CC(=O)NC2CCCC2)Cc2ccco2)n1	5	-7	-1	13	30	-5	1	-8	5	2
O=C(O)c1ccc(CNS(=O)(=O)c2ccc(Oc3ccccc3Cl)cc2)cc1	10	-3	11	5	5	-3	1	-41	-5	-5
COc1ccc(CC(=O)N/N=C(\C)c2ccccn2)cc1	-4	-9	6	78*	-6	2	4	-9	3	-5
O=C(Nc1ccc2c(c1)OCCO2)c1ccc(Cl)cc1Cl	32	8	2	24	?	-4	-4	-38	33*	-3
O=C(COc1coc(CN2CCN(c3ccccc3F)CC2)cc1=O)NC1CCCCC1	-3	-21	16	11	1	nt	2	nt	nt	-1
Cc1c(Cl)cccc1NC(=S)NC1CCCC1	-1	3	-4	16	6	-3	1	-22	0	nt
O=C(CCN1C(=O)/C(=C/c2ccccc2F)SC1=S)NCCc1ccc(O)cc1	-1	-4	8	7	-1	10	-1	-24	-4	-12
Clc1ccccc1CN1CCN(/N=C/c2ccncc2)CC1	-5	1	0	0	-3	11	-5	8	7	5
CCOC(=O)C1(CCOC)CCN(Cc2ccc(COC)o2)CC1	-2	0	-2	-18	-17	-2	3	-19	0	-2
COc1ccccc1-c1nc(SCC(=O)NCC2CCCO2)c2c(=O)n(C)c(=O)n(C)c2n1 (stereo unspecified)	-5	nt	2	13	17	-5	1	-25	1	-4
CC(C)NC(=O)c1ccc2c(c1)N(CC(=O)N1CCOCC1)C(=O)C(C)(C)O2	-5	-2	-2	7	1	5	-1	-1	3	0
CCc1c(C)nc(N2CCN(Cc3ccc4c(c3)OCO4)CC2)[nH]c1=O	6	2	-5	-13	16	0	-4	-6	-2	0
COc1ccccc1OCC(=O)NC1CC(C)(C)NC(C)(C)C1	-11	-2	5	3	9	-1	-2	-35	1	-2
CC(C)(C)NC(=O)CSc1nnc(NC(=O)CCn2cnc3ccccc3c2=O)s1	-1	8	1	-27	-2	1	-1	-43	-2	-2
Cc1cc(C(=O)NCCC(c2ccccc2)c2ccccc2)c(C)o1	5	-1	-2	-22	26	-4	4	-1	4	0
O=C(CCN1CCN(c2ccccn2)CC1)Nc1ccc(F)cc1	-2	3	-5	5	5	0	-2	4	-3	-2
O=C1OC(OC(=O)c2ccccc2Br)C(N2CCOCC2)=C1Cl (stereo unspecified)	7	7	7	22	11	2	2	-17	-2	1
O=C(Nc1ccc2c(c1)OCO2)C1CC(c2ccccc2Cl)=NO1 (stereo unspecified)	-11	-3	9	-58	17	0	-2	-42	0	2
CCOC(=O)N1CCC(NC(=O)c2cc(C(=O)Nc3cccc(OC)c3)ccc2CO)CC1	-6	15	2	0	1	-1	-3	-10	2	2
NC(CC(=O)O)c1cccc(OCc2ccccc2)c1 (stereo unspecified)	nt	7	nt	nt	nt	10	nt	7	7	-1
Cc1cc(C(=O)Nc2ccc(N3CCCCC3)cc2)no1	10	-5	19	23	24	0	-3	-60	24*	-2
Clc1ccc(C2=NN=C3COc4ccccc4N3C2)cc1	17	-10	1	-43	18	3	1	-32	10	2
CCOC(=O)C1CCN(S(=O)(=O)c2ccc3c(c2)CC(=O)N3)CC1	-6	-2	-8	-45	3	-7	0	-32	-4	1
Cc1nc2ccccc2nc1OCC(=O)Nc1cc(C(F)(F)F)ccc1N1CCOCC1	1	2	9	23	4	5	-8	6	2	-4
c1ccc2sc(Nc3nc4cc5c(cc4s3)OCO5)nc2c1	37	-2	-6	-264	76*	-2	-2	-216	4	4
CC(C)c1ccc(/C=N/NC(=O)C2CCCC2)cc1	27	nt	-7	-171	52*	0	5	-150	-4	1
CCCC(=O)NC(NC(=S)Nc1ccc(S(N)(=O)=O)cc1)C(Cl)(Cl)Cl (stereo unspecified)	-1	nt	-9	-19	-2	-7	0	18	-2	0
CC(C)C(CO)N1CCN(Cc2ccccc2)CCC1=O (stereo unspecified)	-3	8	10	13	-15	nt	1	nt	nt	3
NC(=O)c1ccc(NC(=O)C2CCCO2)cc1 (stereo unspecified)	3	-51	3	2	-11	0	-1	-12	0	-2
CSc1c(-c2ccccc2)nc2ccc(Cl)cc2c1C(=O)O	-12	-4	-2	-1	-7	0	-1	-24	4	-2
Cc1noc2ncnc(Oc3ccc(Cl)cc3Cl)c12	-2	-6	-7	5	-2	-1	-1	16	-2	-3
CCCCn1c(SCc2ncc(-c3ccccc3)o2)nc2cc(S(N)(=O)=O)ccc21	-15	3	1	0	-28	1	5	-3	-2	-1
Additional results follow.
SMILES	HSF1 inh	DYRK1A inh	Platelet DG rel	aSyn 5UTR inh	HSF-1 act	IEC-6 tox	GSK3beta inhib	KLF5 inh	HSP90 refold inh	GSK3A inh
CCN(CC)S(=O)(=O)c1ccc(NC(=O)c2cccs2)cc1	7	4	-11	-53	17	0	0	-7	-1	2
O=C(Cn1cc2c(n1)CCCC2)NCc1ccccn1	-8	4	11	0	-7	-2	2	7	-4	-3
O=C(Cc1ccc(Cl)cc1)Nc1ccc(C(=O)N2CCOCC2)cc1	-9	-8	-2	6	-23	-1	4	-17	1	-1
O=C(COc1coc(CN2CCc3ccccc3C2)cc1=O)Nc1ccc([N+](=O)[O-])cc1	-4	6	1	28	12	nt	0	nt	nt	-1
Cc1ccc(NCc2nc(SCC(=O)Nc3ccccc3)n[nH]2)cc1	-10	16	6	-10	-18	1	-1	-2	1	0
COCCCNc1ncnc2nc[nH]c12	-6	10	12	13	2	8	2	-6	1	7
CCc1ccc(NC(=O)C2CCCCC2C(=O)O)cc1 (stereo unspecified)	-9	-1	2	-1	-20	0	4	-25	-2	-4
COc1ccc(C=O)cc1CSc1ccccn1	3	3	-12	4	-6	5	-4	-13	7	3
COc1ccc(/C=C/C(=O)c2cc3cccc(OC)c3oc2=O)cc1	-3	nt	6	-33	-8	-6	-2	-9	2	2
Cc1nn(C)cc1C(N)=O	-4	30	3	-9	-11	2	-1	-10	3	-1
COc1ccc(-n2nc(C(=O)NCC(=O)NCCN(C)C)c3ccccc3c2=O)c(OC)c1	-4	-3	-5	5	-19	-3	2	-1	-4	-2
CCOc1ccc(CN2C(=O)CCC2(C)C(=O)NCc2cccnc2)cc1 (stereo unspecified)	-4	0	-5	13	5	2	3	24	-5	0
CC(OC(=O)CCN=C1NS(=O)(=O)c2ccccc21)C(=O)Nc1ccccc1F (stereo unspecified)	-5	-1	0	-7	-4	nt	2	nt	nt	0
Cc1ccnc(NC(=O)Cn2c(=O)oc3cc(S(=O)(=O)N4CCCC4)ccc32)c1	-5	-1	6	-5	2	0	3	22	-3	27
COc1ccc(NCC(=O)Nc2ccc(C#N)cc2)cc1Cl	9	2	-2	-59	18	3	2	6	-1	nt
CC1Sc2ccc(S(=O)(=O)CCC(=O)NCc3ccc(Cl)cc3)cc2NC1=O (stereo unspecified)	1	2	13	19	10	-5	1	-30	1	0
O=C(c1cccc([N+](=O)[O-])c1)N1CCc2ccccc21	-68*	7	-6	37	-73	3	0	-11	-3	-3
COc1ccc(S(=O)(=O)N2CCc3ccccc32)cc1C(=O)OCc1c(C)noc1C	-1	-5	4	30	17	4	3	-12	4	-2
Cc1ccc(Nc2nc(N)nc(CCl)n2)cc1	28	0	5	-53	39	-2	-1	-31	8	-1
O=C(c1cccnc1)N1CCN(C(=O)c2ccccc2F)CC1	-8	1	12	19	-9	-5	1	-32	-4	-2
COc1cccc(C(=O)Nc2ccc(N3CCN(C(=O)c4cccs4)CC3)cc2)c1	-11	-7	-3	-162	-22	77*	-5	63*	6	-1
